Assay outcomes: PubChem BioAssay, several laboratories
PhoP inhibition = inhibitors of PhoP regulon expression, primary screen, Salmonella Typhimurium, GFP reporter (AID 1863); S. Typhimurium PhoP-regulated promoter GFP reporter, 4 h; higher % means a stronger effect; inhibition, % at 50 µM, or IC50 in µM where a hit was titrated; 300,000 tested, 0.16% active;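 active means inhibition over 29.93%, a cutoff 3 SD above the screen mean, later confirmed by dose response; inconclusive means inhibition over 29.93% but no dose response follow-up; inactive means inhibition at most 29.93% or unconfirmed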;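 further: 0% = low Mg2+ inducing control and 100% = high Mg2+ repressing control; strong numbers were not always called active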
GPR55 antagonists = GPR55 antagonists blocking LPI-driven arrestin recruitment, primary screen, imaging, U2OS, beta-arrestin-GFP, LPI agonist (AID 2013) | U2OS GPR55 beta-arrestin-GFP translocation imaging, LPI antagonism; higher % means a stronger effect | inhibition, % at 10 µM, or IC50 in µM where a hit was titrated | 290,000 tested, 0.13% active;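 active means spots per cell inhibited over 60%, with over 100 cells counted and total cytoplasm intensity under 500,000; inconclusive means wells with under 100 cells, flagged as likely toxic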;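 further: U2OS cells stably carrying GPR55 and arrestin-GFP stimulated by 5 µM LPI near EC80; imaged beta-arrestin-GFP aggregate spots per cell after agonist stimulation; plate controls were LPI-stimulated DMSO wells for no effect and DMSO wells without LPI for full effect; some results filed as inactive read as strong as hits; confirmed hits need IC50 under 10 µM and bright autofluorescent wells are also inconclusive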
UTI89 phage lysis = inhibition of K1F phage lysis, E. coli UTI89, bacterial capsule biogenesis inhibitors, alamar blue (AID 488966). E. coli UTI89 K1F phage lysis, alamar blue, 2 h; higher % means a stronger effect. inhibition, % at 100 µM; hits with a dose series show IC50 in µM. 340,000 tested, 0.02% active;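 active means phage lysis inhibition, versus mean bacterial control, above a set limit; inconclusive means no clear call, values can overlap the other calls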;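 further: capsule biogenesis inhibitors block K1F phage lysis so surviving cells raise fluorescence; higher fluorescence means more inhibition of phage lysis; actives were called in the ten point dose series up to 300 µM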
RSV antiviral HEp-2 = RSV antiviral activity via CPE protection, HEp-2 cells, primary 10 µM value included (AID 2391); HEp-2 cells, RSV-induced CPE inhibition; higher % means a stronger effect; 310,000 tested, 0.13% active; one-dose CPE inhibition, % at 10 µM; IC50 in µM for titrated hits; in the data active means a potency from the dose series; inconclusive means CPE inhibition mostly from about 23% at the one dose, without a potency; inactive means the rest, 99 in 100 with CPE inhibition below about 21%; further: strong numbers were not always called active
MgcRacGAP inhibition = MgcRacGAP GTPase-activating activity inhibitors, confirmation, biochemical, ADP Hunter fluorescence | MgcRacGAP-stimulated Rac1 GTP hydrolysis, ADP Hunter fluorescence; higher % means a stronger effect; GST-tagged Rac1 F28L mutant substrate | inhibition, % at 30 µM, or IC50 in µM where a hit was titrated | 340,000 tested, 0.6% active;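 active means first-screen hits whose inhibition reached a set limit at any dose in the follow-up dose series; inconclusive means inhibition above the set first-screen limit but never retested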;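 further: fluorescence reports GDP produced by GAP-driven GTP hydrolysis; strong numbers were not always called active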
GPR35 arrestin U2OS = GPR35 antagonists blocking zaprinast-driven arrestin recruitment, primary screen, imaging, U2OS, beta-arrestin-GFP, zaprinast agonist (AID 2058). 290,000 tested, 0.052% active. inhibition, % at 10 µM; hits with a dose series show IC50 in µM. U2OS GPR35 beta-arrestin-GFP translocation imaging, zaprinast antagonism; higher % means a stronger effect. G-protein coupled receptor 35 (Homo sapiens);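 active means inhibition of at least 50% with at least 30 cells and total cytoplasm GFP at most 10,000,000; inconclusive means under 30 cells or total GFP of 10,000,000 plus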
Dengue-2 NS5 capping = Dengue-2 NS5 methyltransferase inhibitors, primary screen, biochemical, confirmation dose response (AID 588689); Dengue-2 NS5 methyltransferase capping enzyme assay, biochemical; higher % means a stronger effect; 340,000 tested, 0.3% active; Genome polyprotein (Dengue virus type 2 (strain 16681-PDK53)); inhibition, % at 25 µM; hits with a dose series show IC50 in µM; in the data active means a potency from the dose series; inconclusive means inhibition above about 29% without an active follow-up result
SV40 large T antigen = SV40 large T antigen inhibitors, biochemical (AID 1903); SV40 large T antigen ATPase/helicase inhibition assay; higher % means a stronger effect; one-dose inhibition, % at 20 µM; IC50 in µM for titrated hits; 310,000 tested, 0.39% active; in the data active means a potency from the dose series; inconclusive means inhibition mostly from about 32% at the one dose, without a potency; inactive means the rest, 99 in 100 with inhibition below about 32%; further: strong numbers were not always called active
HIV fusion peptide = inhibitors of HIV fusion peptide binding, primary screen, biochemical, uHTS, fluorescence dequenching (AID 1986); cell-free peptide binding, fluorescence dequenching, 30 min; higher % means a stronger effect; inhibition, % at 20 µM, or IC50 in µM where a hit was titrated; 290,000 tested, 0.3% active; in the data active means inhibition mostly above about 52%, no sharp cut-off; inactive means mostly below about 76%; further: some results filed as inactive read as strong as hits
Dengue-2 NS5 capping pilot replicate = second read-out of Dengue-2 NS5 capping, no call of its own (marks repeat the call); inhibition, %; measured here: pilot screen replicate inhibition
An asterisk follows results filed as active; i = inactive; ? = inconclusive; nt = no result given; [ ] = remark or other dose.

SMILES	PhoP inhibition	GPR55 antagonists	UTI89 phage lysis	RSV antiviral HEp-2	MgcRacGAP inhibition	GPR35 arrestin U2OS	Dengue-2 NS5 capping	SV40 large T antigen	HIV fusion peptide	others
O=C(NCCc1ccccc1)C1CCN(S(=O)(=O)c2cccc3nsnc23)CC1	-3%	?	3.3%	1.7%	1%	-1%	0%	20%	-1.9%
O=C(Cc1cccc2ccccc12)Nc1cccnc1	5%	-2%	0.3%	6.2%	5%	-10%	-3%	9%	-0.8%
O=C(O)CSc1ccccc1C(=O)O	-9%	5%	0.1%	2.9%	7%	-2%	1%	5%	0.5%
Cc1ccc(S(=O)(=O)NCc2ccccc2)cc1C(=O)N1CC(C)CC(C)C1 (configuration not stated)	0%	nt	-1.2%	14%	6%	nt	0%	6%	nt
O=C(OCC(=O)N1CCCc2ccccc21)c1cc(S(=O)(=O)N2CCOCC2)ccc1O	nt	nt	0.6%[50 µM]	1.1%	8%	nt	6%	nt	nt
CCOC(=O)c1nc(N/N=C/c2ccccc2)sc1Br	0%	-3%	1.1%	1.8%	6%	9%	-1%	7%	1.6%
O=C(Nc1ccccc1-c1nnn(CC(=O)N2CCCc3ccccc32)n1)c1ccc(Cl)cc1	4%	7%	-1.2%	0.7%	7%	-6%	2%	9%	-0.9%
CCOc1cc(C(=O)OCc2cccc(OC)c2OC)ccc1OCC(=O)N1CCOCC1	-21%	nt	0.3%[50 µM]	0.5%	2%	nt	4%	12%	nt
Cc1[nH]nc2c1[C@@H](c1ccccc1[N+](=O)[O-])C(C#N)=C(N)O2	-5%	8%	0.3%	2.5%	11%	9%	4%	11%	1.5%
O=C(CCCl)Nc1nnc(SCC(=O)NC2CCCC2)s1	-3%	-1%	0.3%	-0.6%	4%	-15%	-7%	4%	-0.1%
CCn1ccnc1CN1CCN(CCC(C)C)C(CCO)C1 (configuration not stated)	1%	-3%	0.3%	-0.3%	7%	-1%	-9%	1%	0.6%
COc1ccc(NC(=O)c2nn(C)c(C(=O)Nc3ccc(OC)cc3)c2[N+](=O)[O-])cc1	-6%	-20%	0.5%	1.1%	8%	4%	-6%	13%	0.8%
Fc1ccc(-c2cnc[nH]2)cc1	1%	0%	0.8%	1.4%	5%	-8%	-7%	11%	-2.2%
Oc1ccccc1-c1n[nH]c(=S)n1Cc1ccccc1	24%	5%	-0.1%	2.0%	nt	2%	-3%	0%	-1.5%
O=C(NCCN1CCCCCC1)C1CCC(CNS(=O)(=O)c2cccc3cccnc23)CC1 (configuration not stated)	-10%	11%	i	-0.3%	3%	20%	1%	11%	2.6%
O=C(NC(=S)NCCCN1CCOCC1)c1cccc2ccccc12	-8%	68%	0.2%	-1.9%	1%	8%	-8%	10%	-1.4%
CC1CCCC(C)N1C(=O)CSc1nc2ncnc(N)c2[nH]1 (configuration not stated)	3%	3%	0.2%	-1.0%	3%	-16%	-3%	4%	-1.0%
O=[N+]([O-])c1cccc(Nc2c([N+](=O)[O-])ccc3nonc23)c1	-6%	6%	0.5%	0.1%	8%	18%	1%	8%	-0.2%
COc1cccc(N2CCN(C(=O)c3ccc(CSc4nc5ccncc5[nH]4)cc3)CC2)c1	28%	-10%	-0.1%	-0.3%	6%	-12%	-1%	10%	-0.8%
CC1CN(c2ccccc2)C(=O)CS1 (configuration not stated)	-4%	9%	-0.3%	1.8%	8%	-4%	2%	5%	3.3%
Cn1c(=O)c2c(nc(Br)n2CCSc2ncccn2)n(C)c1=O	1%	-4%	2.0%	6.5%	14%	16%	-5%	21%	-0.1%
O=C(NC1CCN(Cc2ccccc2)CC1)c1c(Cl)cccc1Cl	5%	-2%	1.6%	-0.7%	4%	-8%	-18%	15%	-1.4%
CCOC(=O)N1CCN(C(=O)CN(c2ccccc2OC)S(=O)(=O)c2ccc(OC)cc2)CC1	-3%	-9%	-0.1%	1.3%	2%	4%	-2%	-4%	1.6%
CCc1nc(N2CCN(C(=O)c3ccccc3)CC2)c(C#N)c2c1COC(C)(C)C2	4%	10%	0.6%	?	10%	2%	-3%	-1%	0.1%
Cc1c(NC(=O)OCc2ccccc2)c(=O)n(-c2ccccc2)n1C	5%	1%	2.6%	-0.4%	5%	13%	-3%	2%	3.3%
CCOc1ccc(-n2c(Cc3cc(=O)[nH]c(=O)[nH]3)nnc2SCC(=O)NC2CCCC2)cc1	1%	4%	6.4%	0.2%	-1%	-16%	-4%	0%	-0.2%
O=C(NCc1ccccc1)C(c1cccnc1)N(C(=O)c1ccccn1)c1ccccc1F (configuration not stated)	8%	1%	0.1%	-0.1%	10%	7%	1%	-34%	-0.8%
Cc1cc(C(=O)O)sc1C	-11%	-10%	-1.1%	-0.2%	-1%	1%	-2%	3%	1.7%
COc1ccc(-c2c(-c3ccc4c(c3)OCO4)noc2C)cn1	-3%	2%	1.7%	2.1%	5%	-4%	1%	-2%	-1.2%
Cc1cc(-c2ccccc2)nc(N(C)N)c1S(C)(=O)=O	-5%	1%	0.1%	0.9%	6%	-7%	0%	10%	-2.1%
CC(C)N(C(=O)CSc1ccc(S(=O)(=O)N2CCCCC2)cn1)C(C)C	nt	nt	0.4%[50 µM]	2.5%	2%	nt	-1%	nt	nt
O=C(CN(C1CCCCC1)C1CCCCC1)N1CCc2ccccc2C1	18%	16%	-0.6%	7.6%	5%	-13%	-6%	11%	-1.0%
Cc1cccc(-c2nnc(SCc3cc(=O)[nH]c4ccccc34)n2C)c1	-2%	-1%	0.4%	5.3%	7%	-7%	1%	-6%	-2.1%
N#Cc1cc(NC2CCCC2)c([N+](=O)[O-])cc1C#N	-12%	-8%	0.3%	?	5%	16%	-8%	9%	5.4%
O=C(COC(=O)[C@@H]1CCCN1C(=O)c1cccs1)Nc1ccc(F)cc1[N+](=O)[O-]	2%	2%	0.6%	0.9%	11%	-5%	-4%	-6%	0.2%
C=CCNc1nnc(Cl)c2ccccc12	38%	-8%	-1.8%	0.9%	6%	4%	-7%	13%	0.9%
Cc1sc2nc(SCc3nnc(-c4cccs4)o3)n(C3CCCC3)c(=O)c2c1C	-12%	10%	5.5%	10%	6%	-20%	-5%	1%	-1.2%
COC(=O)c1cccc(NC(=O)C23CC4CC(C2)CC(n2cncn2)(C4)C3)c1	-1%	12%	-0.2%	-0.4%	5%	1%	-4%	1%	-3.7%
CSc1cc(C)nc(N(C)C(C)=O)n1	-4%	1%	1.9%	-0.1%	2%	-6%	-6%	15%	1.1%
CCOc1ccc(/C=N/NC(=O)CSc2ccccn2)cc1O	-7%	-6%	0.1%	2.2%	?	-4%	-14%	18µM*	-0.1%
COc1cccc(N(C(C)=O)c2nc(C)cc(C)c2C#N)c1	10%	-8%	0.7%	2.4%	5%	46%	0%	5%	1.4%	Dengue-2 NS5 capping pilot replicate=0.9
Cc1c(NC(=O)C2CCCCC2)cc(C(=O)N2CCOCC2)cc1[N+](=O)[O-]	-1%	1%	0.6%	-0.2%	-4%	0%	-5%	15%	-1.0%
CCC(CC)NC(=O)CON=C1c2ccccc2-c2ccccc21	6%	6%	0.0%	2.8%	14%	3%	4%	11%	1.4%
Cc1ccc(NC(=O)C2CCN(C(=O)N3CCOc4ccccc43)CC2)cc1	nt	-4%	0.3%	4.8%	6%	14%	1%	3%	-0.8%
CN1CCN(S(=O)(=O)c2cccc(C(=O)Nc3sc4c(c3-c3nc5ccccc5[nH]3)CCCC4)c2)CC1	13%	13%	2.2%	4.0%	16%	2%	40%	8%	6.5%
CC(=O)Nc1ccc(S(=O)(=O)N2CCN(CCCOc3ccccc3Cl)CC2)cc1	6%	5%	-0.1%	16%	9%	8%	-8%	0%	0.9%
Nc1ccc2nc(SCc3ccc([N+](=O)[O-])cc3)sc2c1	-2%	7%	2.2%	10%	14%	3%	2%	8%	1.8%
Cc1ccc(S(=O)(=O)N[C@@H](CO)C(=O)N[C@@H](Cc2ccc(O)cc2)C(=O)O)cc1	7%	-7%	0.6%[50 µM]	2.1%	7%	-17%	-1%	2%	-0.7%
CCN1C(=O)/C(=C/N2CCc3ccccc32)SC1=S	-13%	17%	0.3%	1.4%	12%	3%	15%	5%	112%*
O=C(CN1C(=O)C2C3C=CC(C3)C2C1=O)N1CC(=O)N(CCc2ccccc2)C(=O)C1 (configuration not stated)	-3%	5%	0.0%	2.2%	4%	-6%	0%	14%	0.2%
COc1cc(/C=N/Nc2ccccc2)ccc1OC(=O)c1cccs1	21%	-10%	nt	1.1%	nt	6%	nt	22%	0.2%
NC(=O)CCS(=O)(=O)CCN1CCCCC1	-4%	5%	0.5%	1.0%	7%	-1%	5%	-2%	-0.9%
CCOC(=O)c1ccc[n+](CC(=O)Nc2ccccc2OC(F)F)c1	3%	-1%	-0.6%	2.1%	-17%	-18%	9%	8%	3.1%
Cc1cc(NC(=O)CSc2ncccc2C(=O)O)no1	4%	-1%	0.2%	5.4%	3%	-1%	-7%	0%	0.0%
Cc1cc(C)c(NC(=O)COC(=O)c2c(C)noc2C)c(Cl)c1	nt	nt	0.7%[50 µM]	1.3%	2%	nt	-2%	nt	nt
CC1=NN(c2ccc(S(=O)(=O)O)cc2C)C(=O)C1	-5%	8%	0.5%	0.5%	3%	2%	25%	-2%	3.7%
COc1cc(CNC(=O)c2cccc(COc3ccc(Cl)cc3)c2)cc(OC)c1	-11%	6%	3.1%	8.0%	-1%	12%	-3%	4%	0.3%
CC(C)OCCCNC(=O)NC(=O)c1ccc(Cl)cc1	-2%	7%	0.0%	1.3%	3%	-11%	-3%	10%	-0.2%
Cc1ccc(CC2CC(=O)N(c3ccc(C)cc3)C2=O)cc1 (configuration not stated)	7%	13%	0.1%	4.8%	-3%	-8%	-9%	10%	-0.3%
CC1=C(C(=O)Nc2cc(C)ccn2)C(c2ccc(C)cc2)C2=C(CCCC2=O)N1 (configuration not stated)	7%	3%	-2.0%	0.0%	2%	8%	-2%	-1%	-2.7%
